# IL1B NFkB inh: blocks IL-1B driven NFkB nuclear translocation in HUVEC cells. HUVEC IL-1B NFkB p65 nuclear translocation imaging. inhibition, % at 2 µM. hit rate 0.43% among 94,000. AID 796;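 active = inhibition above about 30% together with a positive call from visual inspection of the well image, limit read from the data; inconclusive = inhibition above a set limit but visual check negative; inactive = inhibition not above a set limit, visual check negative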;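 note: nuclear over cytoplasmic p65 intensity ratio measured by imaging; 0% = IL-1B stimulated DMSO wells and 100% = unstimulated DMSO wells; values of inactives mirror those of a sister screen read the other way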
# PLAP inhibitors HTS: inhibition of human placental alkaline phosphatase – biochemical, luminescence, HTS (AID 690) | purified PLAP, luminescent substrate; higher % means a stronger effect | one-dose inhibition, % at 20 µM; IC50 in µM for titrated hits | hit rate 0.08% among 96,000; in the data active = a potency from the dose series; inactive = the rest, 99 in 100 with inhibition below about 30%; note: strong numbers were not always called active
# Bcl-B displacement: displacers of TR3 peptide from Bcl-B, primary screen, selectivity assay for Bfl-1 inhibitor project, biochemical, fluorescence polarization | FP displacement of FITC-TR3 peptide from Bcl-B; higher % means a stronger effect | displacement, % at 20 µM; hits with a dose series show IC50 in µM | hit rate 0.11% among 96,000 | AID 748;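 active = displacement above 50% at 20 µM plus a fluorescence interference ratio under 1.5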;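 note: plate controls were wells without compound for no effect and wells lacking Bcl-B protein for full effect; a part of the inactive calls stands beside numbers as strong as those of hits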
# MRP reversal: reverses drug resistance mediated by MRP. H69AR cells + 2 uM doxorubicin, CellTiter-Glo, 72 h. differential viability (reversal), % at 10 µM. hit rate 0.04% among 85,000;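 active = viability drop by adding the cancer drug above about 55%, with treated viability meeting a 40% cutoff, limit read from the data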;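 note: viability without doxorubicin minus viability with 2 µM doxorubicin for each compound; larger differential means the compound sensitizes cells more to doxorubicin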
# IL1B NFkB pot: enhances IL-1B driven NFkB nuclear translocation. HUVEC IL-1B NFkB p65 nuclear translocation imaging. activation, % at 2 µM. hit rate 0.3% among 94,000. AID 819;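 active = activation above 40%, about the mean plus 3 SD, also judged a hit on visual image review; inconclusive = activation above 40% but not a hit on visual review; inactive = activation not above 40% and no visual hit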;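 note: percent activation is computed from the nuclear over cytoplasmic p65 intensity ratio; values of inactives mirror those of a sister screen read the other way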
# MRP reversal cytotoxicity: also measured in MRP reversal; calls as there; viability, %; H69AR cells, CellTiter-Glo, 72 h; measured here: cytotoxicity without doxorubicin
# MRP reversal with doxorubicin: second read-out of MRP reversal, no call of its own (marks repeat the call); viability, %; measured here: viability with 2 uM doxorubicin; hits give low values
# IL1B NFkB inh cell count 2 µM: further read-out of IL1B NFkB inh, marked with its call; cell count; measured here: cells passing quality filter;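 raw number of nuclei counted in each imaged well without normalization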
# IL1B NFkB pot cell count 2 µM: recorded beside IL1B NFkB pot, whose call it bears; cell count; measured here: cells passing quality filter
# An asterisk follows results filed as active; ? = inconclusive; nt = not tested or not shown. The list is partial, so the mix of outcomes need not match the whole.
SMILES	IL1B NFkB inh	IL1B NFkB inh cell count 2 µM	PLAP inhibitors HTS	Bcl-B displacement	MRP reversal	MRP reversal cytotoxicity	MRP reversal with doxorubicin	IL1B NFkB pot	IL1B NFkB pot cell count 2 µM
Nc1cccc(-c2nc3cc(S(=O)(=O)c4ccc5oc(-c6cccc(N)c6)nc5c4)ccc3o2)c1	-15.3	172	-6.4%	1.8%	nt	nt	nt	15.3	172
C=CCN1C(=O)C(Cc2cccc(Cl)c2)S/C1=N/N=C/c1ccco1 (stereo not drawn)	6.5	124	-1.5%	-2.4%	nt	nt	nt	-6.5	124
CCOc1ccc(S(=O)(=O)Nc2ccccc2C(=O)NCC2CCCO2)cc1 (stereo not drawn)	-3.4	145	-12.9%	-5.9%	18.2	97.0	78.9	3.4	145
Cc1noc(C)c1S(=O)(=O)N(CC(=O)N1CCCC1)c1ccc(C(C)C)cc1	11.6	185	-33.7%	2.7%	-0.1	93.9	94.1	-11.6	185
O=C(Oc1ccc2c(c1)C(=O)c1ccccc1CO2)c1ccccc1	2.4	188	9.6%	-7.5%	20.6	107.8	87.1	-2.4	188
COc1ccccc1N(CC(=O)Nc1ccc2c(c1)OCCO2)S(C)(=O)=O	-0.2	85	-35.6%	0.5%	8.6	93.9	85.3	0.2	85
CC(=O)c1c(C)[nH]c(C(=O)OCC(=O)Nc2cc(C(F)(F)F)ccc2N2CCOCC2)c1C	-22.8	107	-50.1%	13.6%	-26.8	45.4	72.3	22.8	107
COc1cc(-c2nnc(-c3cccs3)o2)cc(OC)c1OC	-0.2	115	12.2%	-5.3%	-23.1	63.4	86.5	0.2	115

# Rewritten with two lines to a compound: entries from further up
# Sequence of screens: IL1B NFkB inh	IL1B NFkB inh cell count 2 µM	PLAP inhibitors HTS	Bcl-B displacement	MRP reversal	MRP reversal cytotoxicity	MRP reversal with doxorubicin	IL1B NFkB pot	IL1B NFkB pot cell count 2 µM
COc1ccccc1N(CC(=O)Nc1ccc2c(c1)OCCO2)S(C)(=O)=O
→ -0.2	85	-35.6%	0.5%	8.6	93.9	85.3	0.2	85
CC(=O)c1c(C)[nH]c(C(=O)OCC(=O)Nc2cc(C(F)(F)F)ccc2N2CCOCC2)c1C
→ -22.8	107	-50.1%	13.6%	-26.8	45.4	72.3	22.8	107

# Next part
SMILES	IL1B NFkB inh	IL1B NFkB inh cell count 2 µM	PLAP inhibitors HTS	Bcl-B displacement	MRP reversal	MRP reversal cytotoxicity	MRP reversal with doxorubicin	IL1B NFkB pot	IL1B NFkB pot cell count 2 µM
c1cc(CNc2ccc3c(c2)OCO3)ccn1	-1.3	116	-15.5%	18.1%	nt	nt	nt	1.3	116
CCNC(=O)c1sc(-c2ccccc2)nc1C	3.1	121	13.6%	3.6%	1.4	92.8	91.5	-3.1	121
Cc1ccc(S(=O)(=O)N[C@H](C(=O)Oc2ccc3c(C(F)(F)F)cc(=O)oc3c2)c2ccccc2)cc1	7.7	120	-15.9%	64.2%	nt	nt	nt	-7.7	120
O=C(Cn1ncc2c(=O)oc3ccccc3c21)NCCc1ccsc1	-3.3	51	8.6%	-2.5%	8.8	101.5	92.7	3.3	51
CCOC(=O)C1CCCN(c2nc3ccccc3nc2C(C#N)C(=O)NCc2ccccc2)C1 (stereo not drawn)	0.4	154	-17.2%	38.1%	11.4	88.8	77.4	-0.4	154
CCCCn1c(SCC(=O)c2ccc(OC)cc2OC)nc2cc(S(N)(=O)=O)ccc21	-2.9	107	-2.4%	-35.9%	27.1	73.0	45.9	2.9	107
CCC1CCCCN1CCCNC(=O)Cn1nc(-c2ccc(C)cc2)ccc1=O (stereo not drawn)	-10.9	194	-43.3%	-0.2%	-1.3	85.5	86.8	10.9	194
COc1ccc(C(NC(=O)C(C)(C)C)NC(=O)C(C)(C)C)cc1	-9.2	134	nt	nt	8.6	95.8	87.3	9.2	134
CCN1CCN(C(=O)Nc2cccc(C(F)(F)F)c2)CC1	1.0	119	6.4%	-0.4%	6.7	99.7	93.0	-1.0	119
CCCCC(c1nnnn1CS(=O)(=O)c1ccc(C)cc1)N1CCN(c2ccccc2)CC1 (stereo not drawn)	-40.9	116	-23.8%	-5.9%	10.6	96.0	85.3	?	nt
O=C(c1nc2n(n1)C(c1ccc(Cl)cc1)C=C(c1ccccc1)N2)N1CCOCC1 (stereo not drawn)	-1.3	102	-55.8%	62.1%	-3.2	81.7	84.9	1.3	102
COc1cccc2cc(C(=O)NC3CC(C)(C)NC(C)(C)C3)c(=O)oc12	-5.7	161	nt	nt	-0.8	98.2	99.0	5.7	161
COc1ccccc1NC(=O)Cn1cnc2sc(C(=O)NCc3ccco3)c(C)c2c1=O	-18.8	152	4.4%	-7.7%	5.5	90.9	85.5	18.8	152
O=C1CC(N2CCC(c3nc4ccccc4o3)CC2)C(=O)N1Cc1cccs1 (stereo not drawn)	-18.0	130	-6.1%	-7.6%	nt	nt	nt	18.0	130
CCCCc1oc2c(c(=O)c1C)C(=O)CC(c1ccccc1)C2 (stereo not drawn)	-45.4	207	-64.0%	-11.1%	5.4	95.5	90.1	?	nt
CCOC(=O)C(Sc1cc(C)nc(N)n1)C(C)=O (stereo not drawn)	-34.0	193	1.6%	0.4%	-7.6	84.2	91.8	34.0	193
CCN1C2=C(C(=O)CCC2)C(c2ccc(O)cc2)C2=C1CCCC2=O	-22.3	122	-1.4%	9.1%	13.2	103.1	90.0	22.3	122
COc1ccc(Cl)c(N2CCN(CCCNC(=O)Nc3ccc(C)cc3)CC2)c1	-22.4	154	-52.4%	-3.5%	18.0	90.2	72.2	22.4	154
CCOC(=O)N1CCC(NC(=O)C2CCCN(C(=O)c3cc4sccc4n3C)C2)CC1 (stereo not drawn)	-1.5	53	-38.9%	1.7%	-15.8	80.9	96.7	1.5	53
Cn1nnnc1SCC(=O)N1c2ccccc2CCc2ccccc21	-3.0	106	6.6%	-7.4%	7.9	82.9	75.0	3.0	106
CC(C)CN1C(=O)/C(=C/c2cccs2)NC1=S	8.4	103	nt	nt	8.1	97.2	89.1	-8.4	103
CC(C)C(C(=O)N1CCOCC1)N1C(=O)c2ccccc2C1=O (stereo not drawn)	3.1	135	10.5%	0.1%	9.8	102.0	92.2	-3.1	135
O=C(Nc1nccs1)C1CC2CCC1C2 (stereo not drawn)	-20.0	129	-11.9%	-7.9%	5.3	100.3	95.0	20.0	129
Cc1cc(C)c2oc(=O)cc(CN3CCN(Cc4ccc5c(c4)OCO5)CC3)c2c1	-4.8	37	-51.3%	-12.1%	-12.7	54.9	67.6	4.8	37
COc1ccc(-c2nn3c(-c4ccncc4)nnc3s2)cc1OC	10.7	185	nt	nt	-1.9	81.2	83.1	-10.7	185
CCOC(=O)CSc1nnc(CNC(=O)c2cccs2)n1-c1ccccc1	-2.8	206	-5.6%	0.3%	4.0	92.0	88.0	2.8	206
COc1ccc(/C=C/C(=O)Nc2c(C)nn(C)c2C)cc1COc1ccc(Br)cc1	-7.4	163	nt	nt	-0.9	57.5	58.4	7.4	163
COc1ccc(NC(=O)N2CCN(c3cccc(C(F)(F)F)c3)CC2)cc1	3.2	113	10.0%	-2.9%	4.4	95.5	91.1	-3.2	113
CCCNS(=O)(=O)c1ccc(OCC(=O)N2CCC(C(=O)OCC)CC2)cc1	0.4	100	-0.2%	-5.3%	14.6	98.7	84.1	-0.4	100
CCOc1ccccc1N1CSC2=C(C#N)C(c3c(OC)ccc4ccccc34)CC(=O)N2C1 (stereo not drawn)	16.4	148	-64.7%	-98.9%	33.8	86.1	52.3	-16.4	148
CCC(=O)Nc1ccc(C(=O)Nc2cc(C)on2)cc1	10.7	134	8.9%	2.0%	nt	nt	nt	-10.7	134
CCCn1c(N)nc2ccccc21	1.3	170	16.6%	-0.7%	5.8	89.1	83.3	-1.3	170
CC(=O)c1cccc(NC(=O)c2ccc(NS(=O)(=O)c3c(C)noc3C)cc2)c1	10.8	167	2.2%	7.6%	nt	nt	nt	-10.8	167
COC(=O)c1coc(-c2ccc(C)cc2)c1C(=O)OC	2.4	105	-58.4%	-1.2%	10.2	81.5	71.3	-2.4	105
Cc1c(CCC(C)C)c(-n2ccnc2C)n2c(nc3ccccc32)c1C#N	4.5	157	-9.6%	-0.8%	2.5	22.9	20.4	-4.5	157
Cc1ccccc1NC(=S)NNc1ncc(C(F)(F)F)cc1Cl	-7.6	147	-59.5%	-8.0%	nt	nt	nt	7.6	147
COc1ccc(NS(=O)(=O)c2cc(-c3nnnn3C)ccc2OC)cc1	2.5	135	-13.1%	-2.4%	nt	nt	nt	-2.5	135
O=C(c1ccncc1)N(Cc1ccco1)Cc1cc2ccccc2[nH]c1=O	-19.0	95	18.4%	-6.0%	7.6	88.0	80.4	19.0	95
Cc1ccc(NC(=O)Cn2cccc2)cc1C	-2.2	119	-16.1%	3.4%	10.9	98.0	87.1	2.2	119
O=C(Nc1cccc2ccccc12)N1CC=CCC1	-14.3	164	11.9%	1.7%	15.9	92.2	76.3	14.3	164
O=C(CSc1nnc2ccccn12)NC(=O)NC1CCCCC1	-3.7	113	-18.9%	-0.9%	8.4	96.6	88.2	3.7	113
C=CCn1c2ccccc2c2nnc(SCCCn3c(=O)[nH]c4ccccc43)nc21	-4.0	79	-71.3%	0.0%	nt	nt	nt	4.0	79
CC(=O)OC1CC2(C)C(=O)CCC2C2CCc3cc(O)ccc3C12 (stereo not drawn)	-11.1	129	-7.3%	-18.1%	-5.8	88.3	94.1	11.1	129
CCCCOc1ccc(C(=O)NCc2ccccn2)cc1	3.8	98	-9.3%	-3.6%	5.4	95.1	89.7	-3.8	98
Cc1ccc(NCN2C(=O)C3C4CCC(C4)C3C2=O)cc1 (stereo not drawn)	-15.2	151	11.3%	-2.8%	nt	nt	nt	15.2	151
Cc1cc(NS(=O)(=O)c2ccc(NC(=O)C(C(C)C)N3C(=O)c4ccccc4C3=O)cc2)nc(C)n1 (stereo not drawn)	8.0	132	-14.0%	4.9%	-13.5	98.6	112.1	-8.0	132
CCN(CCCNC(=O)CN(C)S(=O)(=O)c1cccc2nsnc12)c1cccc(C)c1	-1.1	129	-9.5%	-18.0%	13.8	82.7	68.9	1.1	129
CCNc1ccc(C(=O)OCC)cc1NC(=O)c1cc(S(=O)(=O)N2CCOCC2)ccc1C	-20.3	55	1.8%	-10.5%	10.5	89.7	79.2	20.3	55
O=C(c1ccco1)N1CCN(c2nc(C3CC3)nc3c2nnn3Cc2ccccc2Cl)CC1	-27.9	119	nt	nt	-6.1	52.5	58.7	27.9	119
OCCN=C(c1ccccc1)C12CN3CN(CN(C3)C1)C2	-41.0	125	0.1%	-1.0%	-1.6	96.9	98.4	?	nt
COc1ccccc1-n1c(C)nc2cc(C(=O)O)ccc21	nt	nt	-21.6%	-9.1%	17.5	109.5	92.0	nt	nt
N#C/C(=C\c1cn(CCOc2ccccc2)c2ccccc12)C(=O)NCC1CCCO1 (stereo not drawn)	-1.2	186	-43.9%	-13.8%	nt	nt	nt	1.2	186
CCOC(=O)C(C)n1cnc2c(nnn2Cc2ccc(Cl)cc2)c1=O (stereo not drawn)	3.1	190	23.3%	-4.2%	11.3	104.2	92.9	-3.1	190
CCOc1ccc(C2CC(c3cccc(C)c3)n3nc(N)nc3N2)cc1 (stereo not drawn)	nt	nt	-29.6%	2.3%	15.0	106.9	91.9	nt	nt
COc1ccccc1C(=O)NCC(=O)n1nc(C)cc1C	-12.0	91	13.4%	-2.1%	-2.3	101.3	103.6	12.0	91
CCOc1cc(/C=N/n2cnnc2)ccc1O	8.8	80	-11.6%	-2.6%	nt	nt	nt	-8.8	80
Cc1ccc(S(=O)(=O)Nc2nc(C)cc(NCCN)n2)cc1	1.8	161	4.6%	-6.7%	5.9	98.3	92.4	-1.8	161
